PPARg SRC-2 ag = agonists of PPARg-SRC-2 recruitment, primary screen, biochemical, HTS. hit rate 0.34% among 200,000. AID 1032, 2008. PPARgamma LBD-SRC-2 recruitment. activation, % at 8 µM. Peroxisome proliferator-activated receptor gamma (Homo sapiens), P37231; in the data active means activation above about 22%;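 further: 0% = vehicle and 100% = reference agonist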
Target sequence (P37231 whole entry, looked up, the tested form may be a part): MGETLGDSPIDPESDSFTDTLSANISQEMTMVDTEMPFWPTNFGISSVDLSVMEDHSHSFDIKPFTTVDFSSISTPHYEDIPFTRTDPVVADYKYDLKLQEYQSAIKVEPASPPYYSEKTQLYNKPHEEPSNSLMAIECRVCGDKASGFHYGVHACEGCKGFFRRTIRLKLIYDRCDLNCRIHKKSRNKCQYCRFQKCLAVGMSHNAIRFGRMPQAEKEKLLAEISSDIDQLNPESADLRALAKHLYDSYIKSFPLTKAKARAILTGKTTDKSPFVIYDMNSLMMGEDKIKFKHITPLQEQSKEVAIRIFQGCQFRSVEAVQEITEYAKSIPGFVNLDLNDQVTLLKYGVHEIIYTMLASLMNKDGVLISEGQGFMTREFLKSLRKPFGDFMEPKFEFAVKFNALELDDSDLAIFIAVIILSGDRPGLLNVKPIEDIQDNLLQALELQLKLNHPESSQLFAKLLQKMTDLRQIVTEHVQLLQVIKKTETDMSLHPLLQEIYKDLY
STAT3 act = IL-6 driven STAT3 reporter potentiators, primary screen, U3A cells, luciferase, luminescence, MLSCN library; hit rate 0.91% among 190,000; IL-6 STAT3-luciferase reporter; 100% = signal with IL-6 EC80 alone; activation (% of control), % at 5.6 µM;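 active means activation above the screen-wide mean of compound activation plus 3 SD, cut at about 130% in these data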;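 further: 0% = background luminescence of wells with medium and substrate only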
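Material: STAT3-luciferase reporter U3A cells; Probe or stimulus: IL-6 (33 ng/mL); Incubation: compound pre-incubation 1 h before IL-6, then 6 h stimulation at 37 °C; Technique: luminescence from STAT3-driven luciferase reporter; Evaluation: % activation versus median of IL-6-stimulated wells; Controls: IL-6-only high control.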
TNAP act hi DEA = TNAP activators at high phosphate acceptor level, primary screen, biochemical, luminescence, uHTS; activation factor at 20 µM; 200,000 tested, under 10 active; purified TNAP, CDP-star luminescence, 1 M DEA, 30 min; stronger effect = higher value; 0 = EDTA background, 1 = DMSO-only activity; AID 1136, 2008;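 active means activation factor at least 2 at 20 µM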
Target sequence (P05186 whole entry, looked up): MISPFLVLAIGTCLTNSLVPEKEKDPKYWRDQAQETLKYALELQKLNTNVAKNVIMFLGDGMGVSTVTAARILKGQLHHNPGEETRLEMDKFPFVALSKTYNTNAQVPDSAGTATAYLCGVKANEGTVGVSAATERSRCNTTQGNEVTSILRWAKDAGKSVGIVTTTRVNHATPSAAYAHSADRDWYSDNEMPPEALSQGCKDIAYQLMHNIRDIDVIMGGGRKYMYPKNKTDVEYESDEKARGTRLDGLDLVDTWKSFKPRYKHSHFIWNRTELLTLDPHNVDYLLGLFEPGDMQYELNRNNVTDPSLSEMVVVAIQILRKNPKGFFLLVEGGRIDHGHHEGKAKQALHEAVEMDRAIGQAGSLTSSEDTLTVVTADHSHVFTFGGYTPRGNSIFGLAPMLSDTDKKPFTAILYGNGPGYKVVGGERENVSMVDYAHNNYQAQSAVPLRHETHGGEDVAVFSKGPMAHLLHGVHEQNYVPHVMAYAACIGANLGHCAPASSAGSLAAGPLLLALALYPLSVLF
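Control set: EDTA negative control, DMSO positive control / Assay system: human TNAP / Quantity: TNAP 1/800 final / Evaluation: TNAP activation factor scaled between EDTA and DMSO control wells / Measured by: luminescent substrate turnover signal / Compound dosing: one dose, 20 µM / Times: 30 min enzyme reaction at room temperature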
STAT1 inh = STAT1 signaling inhibitors, primary screen, cell-based, HTS, luciferase reporter | NIH 3T3 STAT1-luciferase reporter, IFN-gamma, luminescence | inhibition, % at 5.5 µM | hit rate 0.35% among 200,000 | AID 920, 2007;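 active means inhibition above a set limit, the mean inhibition across all tested compounds plus 3 SD, cut at about 34% in these data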;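 further: 0% = IFN-gamma with DMSO and 100% = IFN-gamma with 300 µM nifuroxazide; values of inactives mirror those of a sister screen read the other way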
bIAP activator = bovine intestinal alkaline phosphatase activators, primary screen, biochemical, bovine IAP, CDP-star luminescence | purified bovine IAP, 30 min; stronger effect = higher value; fold of DMSO-control signal, blank-subtracted | hit rate 0.17% among 200,000 | activation factor at 20 µM | alkaline phosphatase, intestinal [Bos taurus] | AID 1016, 2008;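 active means activation factor of 2 or more at 20 µM, a signal rise over negative controls twice the positive control's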
TR-FRET SRC-2 ct = TR-FRET signal artefacts, primary screen, artefact control for PPARgamma SRC-2 agonist project, biochemical | TR-FRET ratio at 8 µM | TR-FRET artefact counter-screen; stronger effect = higher value | hit rate 0.4% among 200,000; in the data active means TR-FRET ratio above about 2000; further: inactives centre near 1500
bIAP inh = bovine intestinal alkaline phosphatase inhibitors, primary screen, selectivity assay for TNAP inhibitor project, biochemical, bovine IAP, CDP-star luminescence | alkaline phosphatase, intestinal [Bos taurus] | purified bovine IAP, 30 min | inhibition, % at 20 µM | 190,000 tested, under 10 active | AID 1019, 2008;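 active means over 50% inhibition of intestinal alkaline phosphatase at 20 µM in the single-dose screen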
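System: Purified bovine intestinal alkaline phosphatase (IAP) enzyme | Input: IAP diluted 1/65,000,000 in the well | Also added: CDP-star chemiluminescent phosphatase substrate, 30 µM final | Dosing: 20 µM single dose | Times: Enzyme reaction for 30 min at room temperature | Detection: Luminescence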
PPARg SRC-1 ag = PPARgamma agonists recruiting SRC-1 coactivator, primary screen, biochemical | Peroxisome proliferator-activated receptor gamma (Homo sapiens), P37231 | PPARgamma-SRC-1 coactivator recruitment biochemical assay | activation, % at 8 µM | hit rate 0.41% among 200,000 | AID 631, 2007; in the data active means activation above about 19%;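 further: 0% = DMSO and 100% = reference agonist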
ROMK primary = ROMK potassium channel modulators, primary screen, cell-based, thallium flux, MLSMR library. AID 1918, 2009. hit rate 2% among 130,000. ATP-sensitive inward rectifier potassium channel 1 (Homo sapiens), P48048. B-score at 10 µM. Tet-inducible ROMK, thallium flux fluorescence; actives lie on both sides;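 active means signal ratio slope over the read window, or its plate-corrected B-score, at least 3 SD from the plate mean, either direction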;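 further: B-score of the F/F0 ratio slope over 7 to 12 s after thallium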
STAT3 inh = IL-6 driven STAT3 reporter inhibitors, primary screen, U3A cells, luciferase, luminescence, MLSCN library; IL-6 STAT3-luciferase reporter; host cell line lacks STAT1; inhibition, % at 5.5 µM; hit rate 0.89% among 190,000; AID 862, 2007;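 active means inhibition above the mean inhibition across all screened compounds plus 3 SD, cut at about 44% in these data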;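 further: 0% = DMSO only wells and 100% = 100 µM nifuroxazide control wells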
PPARg SRC3 recr = PPARgamma agonists recruiting SRC-3 coactivator, primary screen, biochemical | Peroxisome proliferator-activated receptor gamma (Homo sapiens), P37231 | biochemical PPARgamma/SRC-3 coactivator recruitment assay | activation, % at 8 µM | hit rate 0.26% among 200,000; in the data active means activation above about 23%;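 further: 0% = DMSO and 100% = reference agonist; some compounds past the cut are filed as inactive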
Starred values were filed as active, the others as inactive; · = no result given; & = joins results of further samples.

Each structure is followed by: TR-FRET SRC-2 ct	TNAP act hi DEA	bIAP activator	PPARg SRC-2 ag	bIAP inh	ROMK primary	PPARg SRC-1 ag	PPARg SRC3 recr	STAT1 inh	STAT3 inh	STAT3 act
- O=C(c1scc2c1CCCC2)N1CCOCC1
 : 1525	1.1	1	-5	2	0.026	6	-1	-1	14	91
- COc1cc(/C=N/NC(=O)c2cc(-c3c(C)nn(-c4ccccc4)c3C)n[nH]2)ccc1O
 : 1639	1	1.2	0	-22	-1.5	6	1	-123	-150	236*
- CCOC(=O)Cn1nc(C)c(-c2ccccc2)c1N
 : 1471	1	1	-1	0	·	-10	0	-5	-3	106
- COc1ccccc1NC(=O)Cn1c(=O)n(-c2ccccc2)c(=O)c2oc3ccccc3c21
 : 1459	1	1	14	1	1.5	6	8	2	23	86
- c1cnc2c(SCc3ccc(-c4nnco4)cc3)cccc2c1
 : 1704	1	0.9	5	5	-0.61	-5	-7	-17	3	99
- CC1Cc2ccccc2N1S(=O)(=O)c1cccc(C(=O)OCC(=O)NC2CCS(=O)(=O)C2)c1 (centres undefined)
 : 1465	1	1	-1	-4	1.8	-2	-8	8	-7	105
- COc1ccc(/C=C/C(=O)NC(=S)Nc2ccccc2C(=O)NC2CCCCC2)cc1
 : 1583	1	0.9	5	10	·	10	-2	3	8	101
- COc1cc(NC(=O)CN(c2ccc(C)cc2)S(=O)(=O)c2c(C)n[nH]c2C)cc(OC)c1
 : 1393	1.1	1.5	-4	-51	·	6	-13	1	-4	107
- CC(=O)OCCCNc1cc(Sc2nc3ccccc3s2)c2nonc2c1[N+](=O)[O-]
 : 1508	0.9	0.8	-1	19	·	-6	-4	-34	-6	110
- Cc1nnc(SCc2ccc(Cl)c(Cl)c2)s1
 : 1521	1.1	0.8	-3	18	0.00054	12	1	-15	21	86
- CCOC(=O)N1CCN(C(=O)c2ccc3c(=O)n(CCOC)c(=O)[nH]c3c2)CC1
 : 1418	1	1	-1	3	·	9	-7	3	7	99
- CC(C)(C)c1nnc(N/N=C/c2ccc(O)cc2)n(N)c1=O
 : 1630	1.1	1	4	1	-0.4	6	8	1	1	97
- CC(C)(C)c1cc(C(=O)NCC(=O)OCC(=O)c2cccc([N+](=O)[O-])c2)cc(C(C)(C)C)c1
 : 1484	1.1	1	-14	2	0.028	-3	-3	-5	-5	102
- Cc1ccc(CN2CC(C(=O)Nc3cc(S(C)(=O)=O)ccc3Cl)CC2=O)cc1 (centres undefined)
 : 1623	1	1.1	-1	-7	·	4	-6	0	5	99
- O=C(C1=C(O)C(=O)N(c2ncccn2)C1c1ccc(Cl)c(Cl)c1)c1ccco1 (centres undefined)
 : 1746	1	1	6	-4	·	6	14	5	-1	103
- CCCn1c2c(c(=N)c3c1CCC3)CCCC2
 : 1625	1	1	-8	3	0.43	-3	1	23	33	74
- Cc1oc2c(CN3CCCC3)c(O)ccc2c(=O)c1-c1ccccc1
 : 1587	1	1	3	-1	·	-4	11	0	3	101
- Cc1oc2c(c1C(=O)c1ccc(Cl)cc1)C(=O)C(=O)c1ccccc1-2
 : 1415	1	0.9	10	10	·	-7	-1	15	8	102
- CC12CCC(C(=O)N3CCN(c4ccccc4)CC3)(CC1=O)C2(C)C (centres undefined)
 : 1464	1	0.9	1	7	·	-10	-15	-3	7	103
- CCOC(=O)c1cccc(NC(=O)CCOc2ccccc2)c1
 : 1711	1	0.9	13	12	-0.31	6	7	1	8	96

(more compounds)
Each structure is followed by: TR-FRET SRC-2 ct	TNAP act hi DEA	bIAP activator	PPARg SRC-2 ag	bIAP inh	ROMK primary	PPARg SRC-1 ag	PPARg SRC3 recr	STAT1 inh	STAT3 inh	STAT3 act
- CC1CCN(C(=O)COc2ccc(Nc3ccccc3)cc2)CC1
 : 1716	1	1.1	8	-8	0.093	8	7	-2	11	96
- Oc1ccc(N=Nc2cccc(Cl)c2)cc1C=Nc1ccc(N2CCOCC2)cc1
 : 1527	0.8	0.7	5	34	·	7	-2	7	-6	100
- COc1ccccc1CNC(=O)COc1ccccc1OC
 : 1374	1	0.9	5	8	0.13	-1	8	-6	0	103
- COc1ccc(CNCC(=O)Nc2ccccc2-n2cccc2)cc1
 : 1532	1	1.3	3	-30	1.5	4	2	9	4	99
- COc1cc2c(cc1OC)CN(c1ccc(-c3ccccc3OC)nn1)CC2
 : 1600	1	1	13	0	·	6	-3	10	19	89
- O=C(N/N=C/c1ccc[nH]1)c1ccccc1OCc1ccccc1Cl
 : 1605	1	0.9	1	10	-1.4	0	-3	-4	0	103
- Cc1cc(N2CCN(C)CC2)nc2ccc(NC(=S)NC3CC3)cc12
 : 1597	1	0.9	0	8	-0.28	-4	4	2	-5	104
- O=C(Nc1cccnc1)c1ccccc1NS(=O)(=O)c1ccc(F)cc1
 : 1382	1	1.1	-3	-9	-0.45	9	-2	5	3	104
- Cc1ccc(C)c(CSc2nc3[nH]ncc3c(=O)[nH]2)c1
 : 1504	1	1.1	-4	-8	0.21	6	0	-2	13	90
- COC(=O)[C@@H](NC(=O)Nc1cccc(OC)c1)C(C)C
 : 1548	1.1	1	-3	-4	·	-3	-2	-3	-9	112
- O=C(NC1CCCCC1NC(=O)c1ccco1)c1ccco1 (centres undefined)
 : 1673	1	1	9	-4	·	4	10	1	3	101
- O=C(Cn1ccc(C(F)(F)F)n1)Nc1ccc(S(=O)(=O)NCc2ccco2)cc1
 : 1617	·	·	8	·	-0.55	8	1	-1	3	101
- COc1ccccc1NC(=O)c1ccc(NC(=O)COC(=O)C2CCCCC2)cc1
 : 1653	1	0.9	7	6	·	9	1	-8	-2	104
- CCc1nnc(NC(=O)CN2CCOCC2)s1
 : 1488	1	1.1	2	-8	·	2	12	2	2	102
- CS(=O)(=O)c1ccc2c(c1)SC1=NC(=O)/C(=C/c3ccco3)C(=N)N12
 : 1562	0.9	0.8	12	20	0.32	1	12	-8	-13	112
- CC(C)c1ccc(NC(=O)N(CCc2nc3ccccc3[nH]2)C2CCCC2)cc1
 : 1472	1	1.6	-10	-58	·	-3	-3	2	-29	130
- Cc1onc(-c2ccccc2)c1C(=O)n1cc(Br)cn1
 : 1513	1	0.6	6	40	0.061	-1	13	7	5	99
- Cc1cc(=O)[nH]c(SCC(=O)N2CCCCCC2)n1
 : 1366	1	1	5	2	·	-8	-7	-2	4	102
- CCc1ccc(Oc2coc3cc(OCC(=O)Nc4cc(C)ccc4C)ccc3c2=O)cc1
 : 1639	1	0.9	-8	15	0.29	-4	-1	0	2	101
- COc1ccc(CCNC(=O)c2ccc(CS(=O)(=O)c3ccc(C)cc3)o2)cc1OC
 : 1361	1.1	1	-4	-4	·	-4	-7	4	14	91

The list continues.
Each structure is followed by: TR-FRET SRC-2 ct	TNAP act hi DEA	bIAP activator	PPARg SRC-2 ag	bIAP inh	ROMK primary	PPARg SRC-1 ag	PPARg SRC3 recr	STAT1 inh	STAT3 inh	STAT3 act
- CCOC(=O)c1c(C)n(CC)c2ccc(OC(=O)c3ccc([N+](=O)[O-])cc3)cc12
 : 1426	1	0.8	1	16	0.27	6	1	-27	-6	109
- COc1ccc(C(=O)Nc2nc(-c3ccc(S(=O)(=O)N4CCOCC4)cc3)cs2)cc1
 : 1588	1	0.9	-2	6	-0.62	9	-1	16	29	74
- O=C(Nc1nccs1)C1(S(=O)(=O)c2ccc(Cl)cc2)CC1
 : 1532	1.1	0.9	4	8	0.91	9	-4	-6	1	102
- O=C(NCc1ccc(C(=O)O)cc1)OCc1ccccc1
 : 1379	1	0.9	-1	8	·	6	-1	1	-4	108
- O=S(=O)(c1ccc(Br)cc1)N1CCCN(Cc2ccccc2F)CC1
 : 1711	1	1	-2	-2	-1.4	2	-1	5	1	102
- CCOC(=O)C(c1ccccc1)N1CCN(c2ccc(OC)cc2)CC1 (centres undefined)
 : 1413	1.1	1	-4	-2	-0.67	0	-5	-4	4	102
- O=C(Cn1nc(-c2ccc(Cl)cc2)ccc1=O)NCc1ccc2c(c1)OCO2
 : 1637	1	1	-4	-2	·	-2	4	0	9	100
- O=C(Cn1cnc2ccccc21)Nc1ccc(F)c(F)c1
 : 1498	1	0.9	5	5	·	4	7	10	18	86
- Cc1ccccc1-n1nnnc1SCc1cc(=O)n2ccsc2n1
 : 1724	1	1	11	-2	0.57	10	5	13	12	93
- COc1ccccc1CNC(=O)C(CC(C)C)NC(=O)C1CCC(C)CC1 (centres undefined)
 : 1505	1.1	1.2	-3	-17	-0.0082	-2	0	4	-1	98
- O=C(NC1CCCC1)C(c1ccncc1)N(CCCN1CCOCC1)C(=O)c1ccc(-c2ccccc2)[nH]1 (centres undefined)
 : 1642	1.1	1.1	4	-7	-0.48	1	2	7	-9	112
- Cc1cc(NC(=O)c2ccccc2-c2ccccc2C(=O)O)no1
 : 1790	0.9	1	3	0	-0.17	12	3	-4	6	98
- CCN(CC)C(=O)CSc1nnc(-c2ccco2)o1
 : 1569	1	1	11	4	0.064	-1	-3	-17	-10	109
- O=C(Nc1cccc(O)c1)c1ccc(Br)cc1
 : 1554	1	0.9	2	15	·	9	0	6	32	76
- COc1cc(OC)cc(-c2nnc(SCC(=O)N3CCCCC3)o2)c1
 : 1464	1	0.9	6	6	·	8	11	4	-2	101
- N#Cc1c(C(F)(F)F)cc(-c2cccs2)nc1SCc1ccc(Cl)nc1
 : 1705	1.1	0.8	-4	19	·	0	5	3	14	95
- COc1nc(C)ccc1-c1noc(-c2ccccn2)n1
 : 1297	1	1	-4	0	·	2	-3	-26	38	70
- CC1Cc2ccccc2N1c1ncnc2nc[nH]c12 (centres undefined)
 : 1706	1	1.2	6	-20	·	6	3	-9	6	95
- CCOC(=O)C1CCN(c2ncnc3c2cnn3-c2ccc(Cl)cc2)CC1
 : 1482	1	1	-14	0	0.2&0.61	-3	-3	10	2	98
- C#Cc1ccc([C@@H]2C=C(C(=O)OCC=C)O[C@H](OCc3ccc(CO)cc3)C2)cc1
 : 1536	1.1	1	-5	-2	·	1	0	0	·	·
- CC1CC(C)(C)NC(=S)N1CCCC(=O)Nc1ccccc1F (centres undefined)
 : 1448	1	1	0	0	0.89	3	-3	0	6	98

Source: PubChem (several laboratories)
